A3G deaminase: APOBEC3G (human) deaminase inhibition | Q9HC16 | recombinant A3G, ssDNA deamination FAM/TAMRA fluorescence | inhibition, % at 20 µM | 330,000 tested, 0.28% active;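 active means inhibition of at least 40% at 20 µM, with no more than 30% in the related APOBEC3A deaminase screen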;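 further: plate controls were DMSO wells with A3G for no effect and wells lacking A3G enzyme for full effect; some compounds called inactive have numbers as strong as hits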
tim10-1 inh: tim10-1 yeast growth inhibition; S. cerevisiae tim10-1 ts strain growth, BacTiter-Glo, 24 h; inhibition, % at 20 µM; 330,000 tested, 2.2% active; AID 463190;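 active means inhibition of at least 40%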;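 further: mutant grown at 25 °C; 0% = DMSO wells with yeast and 100% = wells holding no yeast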
mIAP activ: mouse IAP activation; 330,000 tested, 0.24% active; activation factor at 10 µM; muIAP, CDP-Star luminescence, 30 min; stronger effect = higher value; 1 = vehicle-only enzyme signal, 0 = enzyme-free wells;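 active means activation factor of at least 2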; further: the source names both 10 and 20 µM as test concentration; values of inactives mirror those of a sister screen read the other way
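System: mouse IAP enzyme. Reagent: CDP-Star chemiluminescent phosphatase substrate. Benchmarks: DMSO wells, no-enzyme wells. Times: 30 min enzyme-substrate-compound incubation at room temperature. Detection: luminescence from enzymatic CDP-Star hydrolysis. Doses: test compounds delivered from DMSO solution.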
hIAP block: human IAP inhibition; 330,000 tested, 0.12% active; P09923; AID 2544; purified IAP, CDP-Star luminescence, 30 min; inhibition, % at 10 µM;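 active means inhibition reaching a set limit with compound at 10 µM in the primary screen, cut at about 35% in these data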;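 further: plate controls were DMSO wells with enzyme for no effect and no-enzyme buffer wells for full effect; values of inactives mirror those of a sister screen read the other way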
Target sequence (P09923 whole entry, looked up): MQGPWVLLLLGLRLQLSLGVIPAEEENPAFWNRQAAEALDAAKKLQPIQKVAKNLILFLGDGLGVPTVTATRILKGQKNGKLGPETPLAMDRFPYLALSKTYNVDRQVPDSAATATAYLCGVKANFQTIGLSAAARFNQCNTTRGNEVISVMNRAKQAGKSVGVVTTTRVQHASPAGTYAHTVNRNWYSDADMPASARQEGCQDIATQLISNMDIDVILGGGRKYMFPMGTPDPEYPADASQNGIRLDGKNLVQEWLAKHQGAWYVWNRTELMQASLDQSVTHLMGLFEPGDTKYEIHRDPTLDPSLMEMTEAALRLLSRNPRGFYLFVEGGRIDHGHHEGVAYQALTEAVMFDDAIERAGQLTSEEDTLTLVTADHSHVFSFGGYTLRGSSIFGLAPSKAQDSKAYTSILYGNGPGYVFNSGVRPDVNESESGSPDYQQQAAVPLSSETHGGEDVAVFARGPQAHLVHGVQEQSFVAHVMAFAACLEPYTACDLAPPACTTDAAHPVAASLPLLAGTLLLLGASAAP
TIM10 inh: inhibits growth of TIM10 yeast strain; inhibition, % at 10 µM; S. cerevisiae TIM10 strain growth, BacTiter-Glo luminescence, 24 h; 330,000 tested, 1.4% active;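 active means inhibition of 40% or more at the single tested concentration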;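 further: wild-type TIM10 isogenic control strain grown at permissive 25 °C; 0% = DMSO yeast wells and 100% = minimal medium wells without yeast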
mIAP inh: mouse IAP inhibition; 330,000 tested, 0.2% active; purified mouse IAP, CDP-Star luminescence, 30 min; AID 2806; inhibition, % at 10 µM;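 active means inhibition of at least 40% at 10 µM in the primary screen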;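 further: plate controls were DMSO with enzyme for no effect and no enzyme wells for full effect; values of inactives mirror those of a sister screen read the other way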
A3A deaminase: blocks human APOBEC3A ssDNA deamination | inhibition, % at 20 µM | 330,000 tested, 0.41% active | recombinant A3A, FAM/TAMRA ssDNA deamination fluorescence | P31941;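 active means at least 40% inhibition at 20 µM here, with at most 30% in a related deaminase screen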;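 further: plate controls were A3A with DMSO for no effect and wells lacking A3A enzyme for full effect; some results filed as inactive read as strong as hits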
Target sequence (P31941 whole entry, looked up): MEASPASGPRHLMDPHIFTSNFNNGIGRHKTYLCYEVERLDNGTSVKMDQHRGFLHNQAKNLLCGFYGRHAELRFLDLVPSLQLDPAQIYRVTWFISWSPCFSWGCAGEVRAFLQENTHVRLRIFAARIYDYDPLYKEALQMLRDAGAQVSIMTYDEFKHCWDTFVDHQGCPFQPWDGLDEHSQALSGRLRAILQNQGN
beta cell repl: induces beta-cell replication in MIN6 cells. MIN6 cells proliferation, ATPlite luminescence, 48 h; cells starved in 0.2% serum; 100% = growth in 10% serum. proliferation, % at 10 µM. 330,000 tested, 0.29% active;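 active means compounds whose signal lies at least 3.5 SD above the mean of all wells on their plate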;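 further: 0% = DMSO-treated cells in low-serum medium and 100% = 10% serum control; some compounds called inactive have numbers as strong as hits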
NALP3 yeast inh: blocks the NALP3 inflammasome reconstituted in yeast; inhibition, % at 10 µM; 330,000 tested, 0.39% active; Yeast reconstituted NLRP3/ASC/caspase-1, beta-gal luminescence, 24 h;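 active means inhibition of 50% or more; inactive means inhibition below 50%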;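 further: plate controls were induced DMSO wells for no effect and uninduced yeast grown without galactose for full effect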
Starred values were filed as active, the others as inactive.

SMILES | A3G deaminase | tim10-1 inh | mIAP activ | hIAP block | TIM10 inh | mIAP inh | A3A deaminase | beta cell repl | NALP3 yeast inh
Cc1cccc(C(=O)Nc2ccc3c(c2)C(=O)N(CC(C)C)C3=O)c1 | 4 | -32 | 0.86 | 4 | 25 | 14 | 3 | -4 | 13
Cc1nc2ccccc2n1CCC(=O)Nc1cccc(F)c1 | -4 | -7 | 1.1 | 7 | -18 | -9 | 1 | -2 | 17
O=C(NC(NCc1cccnc1)C(Cl)(Cl)Cl)c1cccc2ccccc12 (stereo not given) | -4 | 26 | 0.99 | 3 | 24 | 1 | -2 | -1 | 1
CCOC(=O)Cc1nnc(NC(=O)COc2ccc(OC)cc2)s1 | -3 | 25 | 0.97 | -12 | 17 | 3 | -1 | -2 | 2
COc1cc(C2NC(=O)NC(C)=C2C(=O)OCC2CCCCC2)ccc1O (stereo not given) | -5 | -17 | 0.99 | 4 | -1 | 1 | 2 | 0 | 11
O=C(CSc1nncs1)Nc1ccc(S(=O)(=O)N2CCCC2)cc1 | -1 | 14 | 0.96 | -6 | 1 | 4 | 3 | 2 | 13
O=C(CSc1nnc(-c2ccco2)n1Cc1ccco1)Nc1ccccc1 | -2 | 30 | 1 | -16 | -14 | -1 | -2 | -1 | 13
O=C(NCc1ccco1)c1cc2c(s1)CCCCC2 | -4 | 28 | 1.1 | 2 | -12 | -7 | 3 | -3 | 25
CCOc1ccc(S(=O)(=O)Nc2cccc(C)c2)c2cccnc12 | 2 | 9 | 1.2 | -22 | 8 | -22 | 5 | -2 | 16
CCCNc1cc(=S)nc(N)[nH]1 | 23 | 0 | 0.94 | 2 | -3 | 6 | -2 | 0 | 6
COC(=O)c1c(NC(=O)Cn2cc([N+](=O)[O-])cn2)sc2c1CCC2 | -2 | 2 | 0.83 | -1 | -16 | 16 | -1 | -1 | 16
O=C1C2C3c4ccccc4C(c4ccccc43)C2C(=O)N1/N=C/c1cccc(O)c1 (stereo not given) | 1 | 22 | 0.96 | -4 | 22 | 4 | 1 | 4 | 13
O=C(COC(=O)c1ccccn1)Nc1nc(-c2cccc([N+](=O)[O-])c2)cs1 | 1 | 6 | 0.89 | -3 | 35 | 11 | 14 | -1 | 9
CCOC(=O)c1c(NC(=O)/C=C/C(=O)O)sc(C)c1-c1ccc(F)cc1 | 1 | 9 | 1.1 | -2 | 11 | -8 | -4 | -7 | -2
O=C(O)c1cnn2c(-c3ccccc3)ccnc12 | -10 | -9 | 0.97 | 14 | -8 | 3 | -5 | -2 | 20
N#CC1CCN(c2ncccc2[N+](=O)[O-])CC1 | -5 | -10 | 1 | -8 | -9 | -2 | -1 | -1 | 13
COc1ccc(OC)c(/C=N/Nc2nc(C)cc(=O)[nH]2)c1 | -3 | -9 | 1 | -7 | 9 | -2 | -3 | -2 | -11
O=S(=O)(N/N=C1/CCCc2ccccc21)c1ccc(Br)cc1 | -3 | 42* | 0.95 | 7 | 36 | 5 | -2 | 0 | -45
CCOC(=O)C(=Nc1ccc(Cl)cc1)NO | -4 | 2 | 0.94 | 7 | 9 | 6 | 1 | -2 | 9
COc1cccc(NC(=O)N2CCCC2C(=O)NCc2ccc(Cl)cc2)c1 (stereo not given) | -5 | 2 | 0.99 | -5 | 5 | 1 | -8 | -2 | 8
Cc1ccc(S(=O)(=O)N2CCC(C(=O)NCC3CC3)CC2)cc1 | -9 | -14 | 1 | -6 | 6 | -1 | 0 | 0 | 14
CC(C)Oc1ccc(N2C(=O)c3ccccc3C2=O)cc1 | 2 | 10 | 1 | 6 | -2 | -2 | 3 | -1 | 5
N#Cc1c(-c2ccccc2)[nH]c(=S)[nH]c1=O | -2 | 3 | 0.94 | 23 | 5 | 6 | -5 | -3 | 3
Cc1ccc(C)c(SCc2noc(C(=O)NC(C)C)c2C(=O)O)c1 | -4 | 9 | 0.98 | -6 | 10 | 2 | 0 | 1 | -11
C=CCOc1ccc(/C=C2\SC(=S)N(NS(=O)(=O)c3ccc(C)cc3)C2=O)cc1 | -9 | 25 | 0.84 | -7 | 34 | 16 | -1 | -6 | 24

(more compounds)
SMILES | A3G deaminase | tim10-1 inh | mIAP activ | hIAP block | TIM10 inh | mIAP inh | A3A deaminase | beta cell repl | NALP3 yeast inh
CCCC(c1nnnn1CS(=O)(=O)c1ccc(C)cc1)N1CCN(c2ccc(F)cc2)CC1 (stereo not given) | 2 | 11 | 1 | -17 | 3 | -2 | 4 | -1 | 0
Cc1nn(-c2ccccc2)c(C)c1/C=C/C(=O)OCC(=O)N(C)C1CCS(=O)(=O)C1 (stereo not given) | -5 | 9 | 1.1 | -24 | -6 | -10 | -7 | -3 | -1
CCN(C(=O)CSc1ccc2ccccc2n1)C1CCCCC1 | -3 | 13 | 1.1 | -24 | 8 | -15 | -1 | -2 | 24
O=C(NNC(=S)Nc1ccccc1Cl)c1ccncc1 | 1 | 0 | 0.85 | 6 | 17 | 15 | -1 | 1 | 24
O=C(Cc1cccs1)Nc1ccc([N+](=O)[O-])cc1 | -7 | -10 | 1 | 10 | -7 | 0 | -6 | -3 | 34
COc1ccc(-c2nc(CSCC(=O)N3CCC(C(N)=O)CC3)c(C)o2)cc1OC | -5 | -18 | 0.83 | 11 | 5 | 17 | -1 | 1 | 16
c1ccc(-c2csc(NC3CCCCC3)n2)cc1 | 1 | 35 | 0.96 | 20 | 13 | 4 | -1 | 0 | 17
COc1ccccc1C(=O)NC(C(=O)NCCc1nc2ccccc2[nH]1)=C(C)C | -3 | 3 | 0.98 | 3 | -2 | 2 | 0 | 1 | 10
Cc1cccc(NC(=O)c2ccc3c(=O)n(CC4CCCO4)c(=S)[nH]c3c2)c1 (stereo not given) | -5 | -15 | 0.93 | 5 | -2 | 7 | -2 | -3 | 19
COc1ccc(OCc2cc(C(=O)N3CCCC(CO)C3)no2)c2ccccc12 (stereo not given) | -5 | 3 | 0.93 | -16 | 10 | 8 | -7 | -3 | 13
Cc1ncc(CCl)c2c1OC(C)(C)OC2 | 0 | 9 | 0.99 | 2 | -15 | 1 | 1 | 0 | 13
Cc1cccc(CS(=O)(=O)c2ncc(Cl)c(C(=O)NCc3ccc4c(c3)OCO4)n2)c1 | -4 | 37 | 1.1 | -15 | 17 | -8 | -2 | -7 | 1
O=C(NCC1CCS(=O)(=O)C1)Oc1ccccc1 (stereo not given) | -1 | 5 | 1 | 8 | -2 | -4 | -1 | -2 | 2
CCOC(=O)N1CCN(C(=O)c2ccc(CNS(=O)(=O)c3ccc(C)cc3)cc2)CC1 | 2 | 8 | 0.88 | -6 | -15 | 12 | 1 | 0 | 13
CCCc1nnc(NC(=O)CCC(=O)N2CCN(Cc3ccc(Cl)cc3)CC2)s1 | -3 | 13 | 0.98 | 13 | 6 | 2 | -3 | -4 | 8
CCN(CC)CCNC(=O)C1c2ccccc2C(=O)N(C)C1c1cn(C)c2ccccc12 (stereo not given) | 5 | 3 | 1.1 | 2 | -1 | -10 | 2 | 2 | 20
O=C(/C=C/c1ccnc2ccccc12)c1cccs1 | -11 | 71* | 0.96 | 20 | 79* | 4 | -4 | -5 | 53*
O=C(Nc1ccc(F)c(F)c1)C1CCCN(S(=O)(=O)c2cnc[nH]2)C1 (stereo not given) | -4 | -4 | 0.93 | 3 | 2 | 7 | 2 | 2 | 7
Cc1ccccc1/C=C1\C(=O)Nc2ccc(F)cc21 | -3 | 44* | 0.95 | 0 | 26 | 5 | 0 | -2 | 33
COc1cc(C(=O)Oc2ccccc2/C=N/NC(=O)c2ccc(Cl)cc2Cl)cc(OC)c1OC | -4 | 20 | 0.87 | -66 | 18 | 13 | -9 | -6 | 11
COc1ccc(-c2csc(NC(=O)c3cc(C)oc3C)n2)cc1OC | -3 | 22 | 0.98 | -7 | 10 | 2 | -2 | 0 | 14
Cc1cc(N)c(C)c([N+](=O)[O-])c1C | 1 | 12 | 1 | 6 | 7 | -4 | 0 | 1 | 7
CCOc1ccccc1-n1c(SCC(=O)NC2CCCC2)nnc1-c1ccoc1C | -5 | 35 | 1.1 | -13 | 8 | -10 | -3 | -2 | -16
Cc1cccc(C)c1N1CCN(c2cc(Cl)nc(N)n2)CC1 | 0 | 21 | 1.1 | 0 | -13 | -10 | -1 | 2 | 8
CC(=O)c1ccc(N2C(=NC(=O)CCC3CCCC3)SC3CS(=O)(=O)CC32)cc1 (stereo not given) | -6 | 17 | 0.99 | 0 | 0 | 1 | -2 | 4 | -2

(continued)
SMILES | A3G deaminase | tim10-1 inh | mIAP activ | hIAP block | TIM10 inh | mIAP inh | A3A deaminase | beta cell repl | NALP3 yeast inh
CS(=O)(=O)N(CCc1ccccc1)CC(=O)NCc1ccccn1 | -6 | 5 | 0.95 | -1 | -10 | 5 | -19 | 1 | 6
CCn1c(SCC(=O)NCCc2ccccc2)nc2sc3c(c2c1=O)CCN(C)C3 | -3 | 6 | 0.99 | -24 | -4 | 1 | -3 | -4 | 3
N#CC(C(=O)c1ccc(S(=O)(=O)N2CCCCCC2)cc1)c1nc2ccccc2[nH]1 (stereo not given) | -4 | -6 | 0.94 | -31 | 9 | 6 | -4 | -2 | 9
O=C(OCn1nnc2ccccc2c1=O)c1ccc2ncsc2c1 | -3 | 24 | 0.97 | -4 | 30 | 3 | -1 | -2 | 18
COc1ccc(S(=O)(=O)N2CCN(C(=O)c3cc4c(s3)CCC4)CC2)cc1 | 83 | 25 | 0.92 | -8 | 7 | 8 | 92 | -2 | 18
CC1Sc2ccc(S(=O)(=O)N(C)Cc3ccccc3)cc2NC1=O (stereo not given) | 5 | 36 | 0.98 | 2 | 6 | 2 | -1 | -3 | 5
O=C(NCCc1ccccc1Cl)C1CCC(=O)N(Cc2cccc(C(F)(F)F)c2)C1 (stereo not given) | -4 | 4 | 1.1 | 9 | -1 | -5 | -2 | -3 | 10
CN1C(C(=O)Nc2ccc(F)cc2F)=CC(c2cccs2)=NS1(=O)=O | 5 | 3 | 0.92 | -6 | -2 | 8 | 4 | 4 | 2
Cc1ccc(-c2cc(C(=O)O)n[nH]2)s1 | -6 | 1 | 0.89 | 8 | 24 | 11 | -3 | -1 | 13
Cc1cc(C)n(-c2nc3ccccc3c(=O)n2OCC(C)C)n1 | -3 | 18 | 1 | 6 | 8 | 0 | 0 | 2 | 7
CCOc1ccc(N2C(=O)/C(=C/c3ccccc3OCC(=O)OC)N(CC(=O)OC)C2=S)cc1 | -2 | 33 | 0.98 | 6 | 34 | 2 | 1 | -1 | 1
CCCn1c(SCC(=O)NC2CC2)nnc1-c1ccccn1 | 7 | 19 | 1.1 | -9 | -13 | -10 | -3 | -2 | 5
O=C(O)c1cc(S(=O)(=O)N2CCN(S(=O)(=O)c3ccc4ccccc4c3)CC2)ccc1Br | -1 | -4 | 0.93 | -5 | 7 | 7 | 21 | 4 | 1
O=C(O)CCc1ccc(-c2ccccc2)n1Cc1ccco1 | -3 | 14 | 1 | 16 | 2 | 0 | -2 | 1 | -6
CCNC(=S)NNC(=O)c1cc(-c2ccc(OCC)cc2)nc2ccccc12 | -4 | 86* | 0.96 | -49 | 34 | 4 | -1 | -5 | 9
Cn1nc(-c2ccc(Cl)cc2)cc1NC(=O)CCCC(=O)O | -8 | -11 | 0.95 | 22 | -3 | 5 | -1 | 0 | 5
O=C(COc1ccc(F)cc1Br)NCc1nnc2ccccn12 | -9 | -14 | 1 | 11 | 5 | -1 | -5 | -1 | 8

High-throughput results from PubChem.
